LMP1 NFkB inh – Epstein-Barr LMP1 NF-kappaB reporter inhibition. inhibition, % at 12.5 µM. 350,000 compounds, 0.69% hits. LMP1-induced NF-kappaB luciferase reporter cells, luminescence. AID 504558; in the data active = inhibition above about 41%;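 note: 0% = neutral control wells and 100% = reference inhibitor control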
NCOA2 inhibitor – inhibits human steroid receptor coactivator 2; inhibition, % at 9 µM; 370,000 compounds, 0.17% hits; Q15596; AID 651957; HEK293 GAL4-SRC2 luciferase reporter, luminescence;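 active = inhibition above the mean inhibition of all tested compounds plus 3 SD, set per campaign, cut at about 52% in these data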;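 note: 0% = DMSO treated cells and 100% = cells given Gossypol at 36 µM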
TLR9-MyD88 block – blocks human TLR9 binding to MyD88; Q9NR96+Q99836; CHO BLA complementation TLR9-MyD88, CCF4 FRET ratio; inhibition, % at 4.98 µM; 340,000 compounds, 0.21% hits;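 active = inhibition above the mean over all tested compounds plus 3 SD, cut at about 21% in these data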;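 note: 0% = DMSO only wells and 100% = clavulanate BLA inhibitor control wells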
NR5A2 inv ag – inverse agonists of human LRH-1 (NR5A2); HEK293T StAR-luciferase reporter, LRH-1 transfected, 24 h; O00482; inhibition, % at 3.6 µM; 360,000 compounds, 0.13% hits; AID 602396;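 active = inhibition above the mean inhibition of all tested compounds plus 3 SD, cut at about 73% in these data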;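 note: 0% = DMSO wells and 100% = reporter-only cells lacking LRH-1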
NCOA1 inh – inhibits human SRC1 coactivator | AID 588354 | HEK293 GAL4-SRC1 luciferase reporter, luminescence | Q15788 | 360,000 compounds, 0.12% hits | inhibition, % at 3.6 µM;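 active = inhibition above the campaign mean plus 3 SD, with each screening campaign given its own cutoff, cut at about 60% in these data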;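 note: 0% = DMSO treated cells and 100% = gossypol at 36 µM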
NCOA3 inh – inhibits human SRC3 coactivator. Q9Y6Q9. HEK293 GAL4-SRC3 luciferase reporter, luminescence. inhibition, % at 3.6 µM. 360,000 compounds, 0.17% hits. AID 588352;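 active = inhibition above a per-campaign cutoff, the mean of all compounds plus 3 SD, cut at about 60% in these data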;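 note: 0% = DMSO-treated cells and 100% = gossypol-treated cells at 36 µM; higher means less SRC3-driven luciferase light from the GAL4 reporter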
NOD2-RIPK2 inh – NOD2-RIPK2 protein interaction inhibition; 360,000 compounds, 0.38% hits; O43353; CHO BLA complementation NOD2-RIPK2, CCF4 ratio; inhibition, % at 4.98 µM; AID 624267; in the data active = inhibition above about 21%;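 note: 0% = vehicle only and 100% = reference blocker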
MC4R barr agon – activates human MC4R beta-arrestin recruitment; 360,000 compounds, 0.98% hits; U2OS MC4R beta-arrestin complementation, luminescence; percent of melanotan II response, DMSO zero; activation, % at 8.9 µM; AID 540308;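 active = activation above a per-plate cutoff, the mean activation of sample wells on that plate plus 3 SD, cut at about 8% in these data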
Target sequence (P32245 whole entry, looked up): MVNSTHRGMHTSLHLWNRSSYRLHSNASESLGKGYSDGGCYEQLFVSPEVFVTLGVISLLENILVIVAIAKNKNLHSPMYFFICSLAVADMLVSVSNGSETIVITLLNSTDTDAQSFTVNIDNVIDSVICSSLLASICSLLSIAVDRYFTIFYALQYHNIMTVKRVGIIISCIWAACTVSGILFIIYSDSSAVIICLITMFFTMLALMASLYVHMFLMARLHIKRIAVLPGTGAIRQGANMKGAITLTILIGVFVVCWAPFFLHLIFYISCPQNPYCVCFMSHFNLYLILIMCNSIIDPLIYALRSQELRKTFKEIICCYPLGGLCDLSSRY
ABHD5 PLIN5 PPI – inhibitors of human ABHD5-perilipin-5 interaction. inhibition, % at 4 µM. Q00G26+Q8WTS1. Split G. princeps luciferase complementation, luminescence, 4 h. 360,000 compounds, 0.78% hits;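 active = inhibition above the mean inhibition across every tested compound plus 3 SD, cut at about 22% in these data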;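 note: 0% = DMSO only wells and the 100% control is not disclosed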
COUP-TFII inh – blocks human COUP-TFII nuclear receptor; P24468; HEK293T NGFI-A luciferase reporter, luminescence; inhibition, % at 8.6 µM; 370,000 compounds, 0.7% hits; AID 686940;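 active = inhibition above a per-plate cutoff, mean inhibition of test wells between control levels plus 3 SD, cut at about 38% in these data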;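 note: cells cotransfected with COUP-TFII expression vector driving the NGFI-A reporter; 0% = median of COUP-TF2 test wells and 100% = reporter-only cells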
Target sequence (P24468 whole entry, looked up): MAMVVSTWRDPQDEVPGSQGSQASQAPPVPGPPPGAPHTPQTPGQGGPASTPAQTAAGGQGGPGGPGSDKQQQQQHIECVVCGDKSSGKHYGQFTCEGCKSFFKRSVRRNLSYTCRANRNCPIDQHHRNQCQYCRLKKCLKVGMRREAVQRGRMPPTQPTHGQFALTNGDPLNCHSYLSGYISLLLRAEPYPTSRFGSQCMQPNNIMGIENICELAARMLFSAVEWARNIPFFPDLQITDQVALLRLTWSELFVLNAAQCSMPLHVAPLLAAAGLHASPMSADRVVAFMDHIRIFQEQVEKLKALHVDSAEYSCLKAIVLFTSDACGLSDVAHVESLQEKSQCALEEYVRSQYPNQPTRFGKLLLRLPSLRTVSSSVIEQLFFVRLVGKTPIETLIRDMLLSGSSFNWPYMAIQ
MC4R antagonist – human MC4R antagonism in cAMP assay. MC4R-expressing cells, MTII-stimulated cAMP, LANCE TR-FRET. AID 540295. inhibition, % at 6.5 µM. 360,000 compounds, 0.48% hits;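 active = inhibition above its plate's cutoff, the mean of tested wells on that plate plus 3 SD, cut at about 29% in these data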;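 note: 0% = Melanotan II alone and 100% = Melanotan II plus saturating MCL0020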
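Assay system: U2OS cells stably expressing human melanocortin 4 receptor (MC4R) / Dosing: 6.5 µM / Timing: compound 30 min, challenge 1 h, detection 1 h / Measured by: Eu-cAMP/anti-cAMP TR-FRET, emission 671 nm / Replicates: singlicate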
An asterisk follows results filed as active; nt = no result given. The list is partial; count on the stated rates, not on these rows.

cpd	structure	LMP1 NFkB inh	NCOA2 inhibitor	TLR9-MyD88 block	NR5A2 inv ag	NCOA1 inh	NCOA3 inh
1	O=C(Cc1ccccc1)NC(NNc1ccccc1)(C(F)(F)F)C(F)(F)F	-3.8	15.6	3.1	25.9	-2.9	14.9
2	O=C(NCC1CCCO1)C12CN(Cc3ccccc3)CC1C(c1cccc([N+](=O)[O-])c1)=NO2 (stereo not given)	4.9	-19.7	2.0	-4.5	9.6	-11.0
3	CCOc1ncccc1C(=O)Nc1cc(S(=O)(=O)N2CCOCC2)ccc1OCC(F)(F)F	-8.2	-3.9	3.2	19.9	-16.6	12.9
4	O=[N+]([O-])c1cccc(C2NCC(c3ccccc3Cl)c3c2[nH]c2ccccc32)c1 (stereo not given)	-13.0	-9.5	-2.1	-28.2	-2.8	10.7
5	CCOc1ccc(C2=C(C=Nc3c(C)n(C)n(-c4ccccc4)c3=O)C(c3ccc(F)cc3)c3ccccc3O2)cc1 (stereo not given)	14.9	nt	6.6	5.8	5.5	-6.5
6	CCOC(=O)c1cnc2c(-c3ccccc3)cnn2c1C	-16.5	-62.8	-0.6	-147.1	-112.4	-104.5
7	CCC(C)n1cnc2c(c1=O)c1nc3ccccc3nc1n2Cc1ccccc1OC (stereo not given)	1.0	-4.7	3.3	8.7	-18.1	-8.4
8	O=c1c([N+](=O)[O-])c(N2CCOCC2)c2ccccc2n1Cc1ccccc1	-1.7	-0.1	6.7	-9.2	-8.6	7.6
9	COc1ccc(NC(=O)c2cc3c(Cl)nc4ccccc4c3s2)c(OC)c1	4.9	22.0	9.4	-0.4	1.7	9.9
10	CC1(C(=O)O)CCCN1C(=O)c1ccco1 (stereo not given)	nt	-7.9	nt	4.7	-9.9	2.8
11	COCC1CCCCN1C(=O)c1cc(COc2ccc(C)c(C)c2)on1 (stereo not given)	-34.9	-47.7	-2.9	-39.5	-49.4	-72.5
12	COc1cc(/C(C)=N\NC(N)=S)cc(OC)c1OC	7.3	-1.0	-2.5	23.8	-9.0	16.1

cpd	NOD2-RIPK2 inh	MC4R barr agon	ABHD5 PLIN5 PPI	COUP-TFII inh	MC4R antagonist
1	2.9	-2.6	2.4	10.3	2.4
2	-6.3	-1.1	-0.1	2.0	16.0
3	4.6	-1.5	-1.6	-1.0	2.7
4	-3.5	0.2	-2.8	2.1	6.4
5	-6.9	-1.2	-5.6	nt	0.7
6	-5.2	-2.8	-0.4	-29.0	9.5
7	-5.1	-2.7	-3.5	-10.1	3.1
8	-4.8	-0.8	1.7	-0.1	-7.5
9	-11.2	-2.0	1.6	-2.7	-2.1
10	-3.7	1.1	9.6	-9.6	-1.7
11	-7.2	-0.8	-6.3	-30.0	5.0
12	-15.8	-1.7	-2.5	-11.4	-3.9

The list goes on.
cpd	structure	LMP1 NFkB inh	NCOA2 inhibitor	TLR9-MyD88 block	NR5A2 inv ag	NCOA1 inh	NCOA3 inh
13	CC(=N/O)/C(=N\O)c1ccc(C)o1	4.8	-17.3	-1.7	-6.9	-4.7	0.9
14	CC(NCc1ccc2c(c1)OCO2)c1ccccc1 (stereo not given)	3.9	-28.7	10.6	-10.3	-19.4	-7.5
15	COc1ccc(NC(C)=O)c2nc(C)c(C)nc12	-6.8	-16.9	-14.4	-7.8	1.3	8.2
16	Cc1cccc(NCc2nc3ccccc3n2C)c1	-19.6	-80.5	4.0	-75.5	-65.2	-59.8
17	CCN(CC)C(=O)Cn1cc(C(=O)C(=O)NCCc2ccccc2)c2ccccc21	nt	4.4	7.4	16.1	6.2	-6.9
18	COc1ccc(CCN2CC(C(=O)NCCN3CCCC3=O)CCC2=O)cc1 (stereo not given)	0.2	0.7	5.5	-0.1	-26.8	0.1
19	CCCc1ccc2oc(C(=O)N3CCN(CCC(N)=O)CC3)c(C)c2c1	-9.4	-16.9	4.4	10.1	-6.9	-2.2
20	Cn1nnnc1SCC(=O)Nc1ccccc1Cl	-9.5	-14.2	-1.2	-5.2	-12.9	12.6
21	Oc1ccc(-c2csc(Nc3ncccn3)n2)cc1O	-5.5	1.6	-11.0	-173.3	-163.2	-91.2
22	Cc1cccc(C)c1NC(=O)CS(=O)CC(=O)NCC1OCCc2ccccc21 (stereo not given)	5.7	-4.0	11.2	-1.2	8.7	13.3
23	CCOc1cc2[nH]c(=O)n(CCCCCC(=O)NC3CCCC3)c(=O)c2cc1OCC	4.9	1.4	-8.2	12.7	-6.9	5.3
24	O=C(Nc1cc(S(=O)(=O)N2CCOCC2)ccc1OCC(F)(F)F)c1ccc(N2CCCC2=O)cc1	-2.7	-19.6	-1.1	18.1	7.6	-16.8

cpd	NOD2-RIPK2 inh	MC4R barr agon	ABHD5 PLIN5 PPI	COUP-TFII inh	MC4R antagonist
13	-1.5	1.3	6.0	-7.1	-1.2
14	1.2	0.0	-3.3	-4.2	3.7
15	-1.7	1.3	-2.6	5.5	0.0
16	-2.2	-0.9	-4.2	-21.8	-3.2
17	4.1	0.5	0.2	6.7	2.1
18	-1.2	-0.1	-8.9	10.1	19.2
19	-0.1	-0.5	7.9	-3.9	18.4
20	0.3	-0.5	2.5	10.4	12.6
21	-10.2	-1.1	0.4	-38.6	5.1
22	-8.7	4.2	8.3	16.5	3.8
23	-4.6	-1.6	1.6	-2.2	10.3
24	12.3	-2.3	-9.9	-10.4	8.7

Laid out differently: five of the compounds above.
# | molecule | LMP1 NFkB inh | NCOA2 inhibitor | TLR9-MyD88 block | NR5A2 inv ag | NCOA1 inh | NCOA3 inh | NOD2-RIPK2 inh | MC4R barr agon | ABHD5 PLIN5 PPI | COUP-TFII inh | MC4R antagonist
15 | COc1ccc(NC(C)=O)c2nc(C)c(C)nc12 | -6.8 | -16.9 | -14.4 | -7.8 | 1.3 | 8.2 | -1.7 | 1.3 | -2.6 | 5.5 | 0.0
19 | CCCc1ccc2oc(C(=O)N3CCN(CCC(N)=O)CC3)c(C)c2c1 | -9.4 | -16.9 | 4.4 | 10.1 | -6.9 | -2.2 | -0.1 | -0.5 | 7.9 | -3.9 | 18.4
18 | COc1ccc(CCN2CC(C(=O)NCCN3CCCC3=O)CCC2=O)cc1 (stereo not given) | 0.2 | 0.7 | 5.5 | -0.1 | -26.8 | 0.1 | -1.2 | -0.1 | -8.9 | 10.1 | 19.2
24 | O=C(Nc1cc(S(=O)(=O)N2CCOCC2)ccc1OCC(F)(F)F)c1ccc(N2CCCC2=O)cc1 | -2.7 | -19.6 | -1.1 | 18.1 | 7.6 | -16.8 | 12.3 | -2.3 | -9.9 | -10.4 | 8.7
23 | CCOc1cc2[nH]c(=O)n(CCCCCC(=O)NC3CCCC3)c(=O)c2cc1OCC | 4.9 | 1.4 | -8.2 | 12.7 | -6.9 | 5.3 | -4.6 | -1.6 | 1.6 | -2.2 | 10.3

Other structures:
cpd	structure	LMP1 NFkB inh	NCOA2 inhibitor	TLR9-MyD88 block	NR5A2 inv ag	NCOA1 inh	NCOA3 inh
25	Cc1cccc(C(CC(=O)N2CCCCC2)c2ccccc2)c1O (stereo not given)	4.1	8.8	0.4	3.0	8.6	9.0
26	COc1ccc(C(=O)N(C)CC2CCN(CCc3cccc(C(F)(F)F)c3)CC2)cc1C	-1.0	1.5	0.3	20.4	12.0	7.8
27	COc1ccc(CNS(=O)(=O)c2ccc(-c3cc(C)no3)cc2)cc1	-4.1	-16.9	-4.9	-8.6	-27.3	9.5
28	Cc1nc2c(C)cccc2c2c1CCS2	8.2	-3.2	-6.0	12.3	-5.8	18.7
29	COc1ccc(CCN(C)c2ccc(S(=O)(=O)N3CCCC3)cn2)cc1OC	2.1	20.6	-3.5	6.9	-9.5	-4.2
30	COc1ccc(NC(=O)COC(=O)[C@@H]2CCCN2C(=O)c2cccs2)cc1	2.8	10.9	0.6	-6.6	-13.0	4.2
31	COc1ccc(-c2nnn(-c3ccc(Cl)cc3Cl)c2N)cc1	3.5	15.6	5.7	7.8	-29.0	8.3
32	CN(C)c1ccc(C(=O)OCC(=O)NCC2CCCO2)cc1 (stereo not given)	-1.3	-22.5	10.4	-11.0	-12.3	1.9
33	O=C(O)c1ccccc1C(=O)NNc1ccc(Cl)cc1Cl	-0.8	-8.7	-13.4	-1.4	-13.7	7.5
34	O=C(CN(Cc1ccco1)C(=O)c1ccc(F)cc1F)Nc1ccccc1C(F)(F)F	5.6	8.7	5.7	-2.9	-5.6	-17.0
35	COc1cc(CCC(=O)OCc2ccccc2C#N)cc(OC)c1OC	-7.2	1.9	-3.0	18.0	-7.2	-4.9
36	Cc1ncc(CN2CCC(CO)(CCOc3ccccc3)CC2)s1	4.0	9.6	-7.7	15.0	4.7	8.2

cpd	NOD2-RIPK2 inh	MC4R barr agon	ABHD5 PLIN5 PPI	COUP-TFII inh	MC4R antagonist
25	-0.5	-1.1	-3.8	13.0	-5.8
26	-2.4	-1.1	0.2	0.9	14.7
27	-4.4	-2.1	-6.2	4.6	0.2
28	0.8	-0.6	-0.7	-6.6	-4.4
29	4.9	-1.0	-2.8	8.4	-1.1
30	2.2	-2.0	0.4	20.4	3.1
31	4.1	0.6	5.0	3.7	-12.2
32	-7.0	-0.1	2.8	-23.1	5.7
33	-6.8	-4.5	5.7	4.1	13.3
34	5.2	-0.1	5.3	-5.4	-2.0
35	-7.0	0.1	1.5	-6.2	7.6
36	-1.0	-1.3	-7.0	3.5	-3.7

Next structures follow:
cpd	structure	LMP1 NFkB inh	NCOA2 inhibitor	TLR9-MyD88 block	NR5A2 inv ag	NCOA1 inh	NCOA3 inh
37	COc1ccc(-c2csc(C)n2)cc1Br	-6.7	-24.9	-0.6	-25.2	-31.4	-17.4
38	O=Cc1ccccc1Oc1ccccc1	-1.0	-5.2	17.6	3.4	-17.1	13.0
39	COc1ccc(CCNC(=O)[C@@H](NC(=O)c2ccccc2F)C(C)C)cc1OC	-3.2	7.0	-3.8	-2.8	-16.1	14.1
40	O=C(O)C1C2C=CC(O2)C1C(=O)NCCc1cccc(Cl)c1 (stereo not given)	2.8	3.6	5.9	1.7	-12.1	10.1

cpd	NOD2-RIPK2 inh	MC4R barr agon	ABHD5 PLIN5 PPI	COUP-TFII inh	MC4R antagonist
37	-15.7	-2.6	1.2	-19.1	-7.4
38	-6.7	-1.7	-5.4	0.9	4.3
39	-2.8	0.8	-2.9	-8.7	7.6
40	-4.6	-3.9	1.9	12.4	4.3

Assay outcomes as filed in PubChem.
